Bioassay records deposited in PubChem BioAssay by several laboratories.
Myeloid diff MLP: promotes myeloid progenitor differentiation | ER-HoxA9 myeloid progenitors, lysozyme-GFP differentiation, flow cytometry | 1% of 360,000 active | calls only at 10 µM;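 active = normalized GFP-positive differentiation at or above the plate's own cutoff, the solvent-only control mean plus 3 SD; inconclusive = no clear call, values can overlap the other calls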;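 also: cells exposed to compound for four days before flow analysis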
LYP phosphatase: PTPN22 lymphoid phosphatase activity blockers – biochemical, fluorescence intensity, uHTS (AID 1779). inhibition, % at 11.5 µM, or IC50 in µM where a hit was titrated. recombinant LYP phosphatase, fluorescence intensity; higher % means a stronger effect. 0.054% of 290,000 active; in the data active = inhibition above about 50%;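 also: plate controls were vehicle with enzyme for no effect and no enzyme for full effect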
Myeloid diff MLP GFP+ MAC1+ %: further read-out of Myeloid diff MLP, marked with its call; GFP+ MAC1+ double positive, %; measured here: differentiation confirmed by MAC1 staining
* marks the source's active call; other numbers are inactive results; i = inactive; u = inconclusive; x = no result given. Only part of the results is shown; the hit share may differ from the screen's.

SMILES	Myeloid diff MLP	Myeloid diff MLP GFP+ MAC1+ %	LYP phosphatase
COc1ccc(C)cc1NC(=O)C1CCN(C(=O)C2CC(=O)N(c3ccc(C)cc3)C2)CC1 (configuration not stated)	i	1.4	-7%
COc1ccc(C(=O)NC(=S)N2CCNC(=O)C2CC(=O)OC(C)C)cc1 (configuration not stated)	i	0.8	-8%
Cc1c(O)nc(SCC(=O)Nc2nccs2)n(-c2ccccc2F)c1=O	i	3.0	-1%
COC(=O)c1ccccc1NC(=O)C/C(C)=N/NC(=O)Cc1ccc(Cl)cc1	i	1.6	-7%
O=C(Nc1cccc(Cl)c1N1CCOCC1)c1cccs1	i	0.7	-7%
COc1ccccc1N1CCN(C(=O)C2CCN(S(=O)(=O)c3ccc4c(c3)CC(C)N4C(=O)C3CC3)CC2)CC1 (configuration not stated)	i	2.3	-10%
CC(=O)Nc1ccc(NC(=O)CSc2nnc(CC(C)O)n2-c2ccccc2)cc1 (configuration not stated)	i	0.2	-6%
CCN1C(=O)/C(=C/c2ccc(OCc3ccc(C(=O)O)cc3)c(Cl)c2)NC1=S	i	0.2	-6%
CSc1ncccc1C(=O)NCCc1ccccc1F	i	0.9	-10%
CCc1nc(SCc2ccc(OC)c(Br)c2)n[nH]1	i	0.3	-9%
Cc1cccc(C(=O)OCC(=O)N(C)c2ccccc2)c1C	i	1.7	-4%
CCOC(=O)CN(C(=O)c1snc(C(N)=O)c1N)C(C(=O)NCCC(C)C)c1ccc(F)cc1 (configuration not stated)	i	0.3	-5%
CC(C)C(=O)Nc1c(-c2ccc(Cl)cc2)c(=O)c2ccccc2n1C	i	1.1	-6%
O=C(c1ccccc1)c1ccc(C(=O)N2CCN(c3ccccc3)CC2)cc1	i	1.3	-10%
Cc1c(S(=O)(=O)N2CCN(c3ccc(F)cc3)CC2)c(=O)n(C)c(=O)n1C	i	1.3	-7%
N#Cc1ccc(/C=C2\CCCCn3c2nc2cc(C(=O)O)ccc2c3=O)cc1	i	0.6	-4%
C/C(=N\Nc1nccnc1Cl)c1ccc(O)c(C)c1	i	0.6	-5%
Cc1cccc(CN2CCC(C(=O)Nc3cccc(-c4cscn4)c3)CC2)n1	i	10	-6%
COc1cc(/C=C2\SC(=S)N(CCC(=O)Nc3ccc(O)cc3)C2=O)cc(OC)c1OC	i	0.9	-6%
CCCN1C2CCCC1CC(NC(=O)c1cc(OC)cc(OC)c1)C2 (configuration not stated)	i	0.9	-7%
CN1C(N)=NC(=O)/C1=C\c1ccc(Br)cc1	i	0.9	-10%
O=C(Nc1cccnc1)c1ccccc1Cl	i	1.2	-4%
COc1ccccc1N(CC(=O)Nc1ccccc1C(=O)N1CCOCC1)S(C)(=O)=O	i	1.0	-5%
Cc1ccc2c(c1)N(CC(=O)NC1CCCCCC1)C(=O)c1cccnc1O2	i	1.0	-10%
Cn1nc(C(=O)NCc2ccc(Cl)cc2)c2c1-c1ccccc1S(=O)(=O)C2	i	0.0	-7%
COc1ccc(CN2CCC(C(=O)c3ccc(F)cc3)CC2)cc1	i	0.3	-10%
COc1cc(CCC(=O)N2CCN(c3ccccc3)CC2)cc(OC)c1OC	i	0.8	-11%
COc1cccc(CN2CC(C(=O)N3CCCC3)CCC2=O)c1 (configuration not stated)	i	0.8	-7%
O=Cc1ccccc1OCc1ccc2c(c1)OCO2	u	x	-7%
CCOC(=O)C1CCCN(C(=O)c2ccc3oc(Cc4ccccc4)nc3c2)C1 (configuration not stated)	i	2.5	-6%
CCOCCCn1c(=S)[nH]c2cc(C(=O)NCCc3ccccc3)ccc2c1=O	i	0.0	-4%
Cc1c(C)n(-c2ccc(Cl)cc2)c2ncnc(N)c12	i	0.9	-4%
COc1ccc(C2c3[nH]c4ccccc4c3C[C@H]3C(=O)N(CCCO)CC(=O)N23)c(OC)c1 (some centres not stated)	i	0.4	-4%
CSc1ccccc1OCc1cc(C(=O)N(C)Cc2ccncn2)no1	i	1.7	-4%
COc1ccccc1-n1cc(-c2ccccc2)[nH]c1=S	i	0.6	-6%
COc1ccc(NC(=O)C2CCCN(S(C)(=O)=O)C2)cc1OC (configuration not stated)	i	0.4	-8%
CCOC(=O)C1CCCN(CCC(=O)Nc2cccc(Cl)c2C)C1 (configuration not stated)	i	0.3	-11%
Cc1nc2cc(NC(=O)Nc3cccc([N+](=O)[O-])c3)ccc2n1C	i	0.6	-6%
COc1ccc(C(C(=O)NC(C)(C)C)N(CCc2ccccc2)C(=O)CCC(=O)Nc2cc(C)on2)cc1 (configuration not stated)	i	0.4	-2%
Cc1ccc(Cl)c(N/C=C/C(=O)c2ccccc2)c1	i	2.0	-2%
O=C(CC1CCCCC1)NCc1ccccc1Cl	i	0.4	-8%
COc1ccc(NC(=O)CN2CCN(S(=O)(=O)c3ccc(Br)cc3)CC2)c(OC)c1	i	1.6	-6%
Cc1ccc(OCC(=O)Oc2ccc(C)c(C)c2)cc1	i	1.0	-6%
O=C(NC1CCCCC1)C(c1ccc(O)cc1)N(C(=O)c1cnccn1)c1cccc(F)c1 (configuration not stated)	i	1.1	2%
O=C(CNC(=O)c1cccc(F)c1)N/N=C/c1cccnc1	i	1.0	-9%
CN(C(=O)c1ccc([N+](=O)[O-])cc1)c1ccccc1C(=O)NCc1ccccc1	i	0.4	-5%
COc1ccc(NC(=O)C2CC(=O)N(CCc3ccc(F)cc3)C2)c(OC)c1 (configuration not stated)	i	1.5	-5%
COc1ccc(NC(=O)N2CCCc3ccccc32)c(OC)c1	i	0.6	-4%
CCCCN(S(=O)(=O)c1ccccc1)S(=O)(=O)c1ccccc1	i	2.4	-4%
CC1(C)Oc2ccc(C(=O)NC3CCCCC3)cc2N(CC#N)C1=O	i	2.1	-8%

More entries follow.
SMILES	Myeloid diff MLP	Myeloid diff MLP GFP+ MAC1+ %	LYP phosphatase
CN(C(=O)CSc1cn(CC(=O)N2CCOCC2)c2ccccc12)c1ccccc1	i	0.0	-2%
CCc1ccc(NC(=O)CCc2ccc(CC)o2)cc1	i	0.6	-6%
CCCN1CC(=O)N2C(c3cccc(OC)c3OC)c3[nH]c4ccccc4c3C[C@H]2C1=O (some centres not stated)	i	0.5	-6%
CC(C)C[C@H](NC(=O)OC(C)(C)C)C(=O)N[C@@H](CO)[C@H](O)[C@@H]1C[C@@H]1C(=O)NC1CC1	i	1.5	-17%
O=C(Nc1ccc(-c2cccc(F)c2)cc1)C1CCCN(Cc2ccccn2)C1 (configuration not stated)	i	0.6	-6%
CCOC(=O)Nc1ccc(C(=O)c2ccncc2)cc1	i	0.6	-13%
CCOC(=O)c1c(C)[nH]c(C)c1S(=O)(=O)NCC1CCN(Cc2cccc(Cl)c2)CC1	i	1.1	-10%
Cc1ccc(S(=O)(=O)N2CCCCC2)cc1C(=O)NC1CCCCC1	i	3.5	-4%
Cc1ccc2c(COC(=O)c3ccccc3Cl)cc(=O)oc2c1	i	1.9	-7%
COc1ccc(C)cc1NC(=O)CN(C)S(=O)(=O)c1ccc2c(c1)CCCN2C(C)=O	i	2.3	-8%
COc1ccc(C(=O)N2CCc3cc(OC)c(OC)cc3C2c2ccc(OC)c(OC)c2)cc1 (configuration not stated)	i	3.3	-1%
Cc1ccccc1OCC(=O)Nc1cccc(Cl)c1C	i	0.5	-4%
COc1ccc(NC(=O)c2ccccc2OCc2c(C)noc2C)cc1OC	i	0.8	-4%
COCCNC(=O)CSc1ccccc1C(=O)NC1CCCc2ccccc21 (configuration not stated)	i	0.9	-8%
CCc1ccc(NC(=O)C2CCN(S(=O)(=O)c3ccc4c(c3)N(C(C)=O)CCO4)CC2)cc1	i	5.0	1%
CN(c1cccc2cccnc12)S(=O)(=O)c1ccccc1	i	3.0	-7%
Cc1cccc(NC(=O)CCS(=O)(=O)c2cccc3nonc23)c1C	i	0.7	-8%
O=C(CC1C(=O)NCCN1Cc1ccccn1)NCCc1ccccc1F (configuration not stated)	i	2.4	-11%
Cc1ccc(/C=N/NC(=O)c2cc(-c3ccncc3)nc3ccccc23)o1	u	x	-10%
COc1cc(CN2CCC(Cc3ccccc3)CC2)cc([N+](=O)[O-])c1O	i	1.5	-12%
COc1cccc(NC(=O)c2nn(C)c(C(=O)Nc3cccc(OC)c3)c2[N+](=O)[O-])c1	i	0.5	-5%
CCOc1ccc(C(=O)Cn2cnc3ccccc3c2=O)cc1	i	0.5	-4%
CCN1C(=NCCOC)N[C@@H](CCc2ccccc2)[C@H](C(=O)OC)[C@H]1C	i	1.5	1%
CCCC(C)NC(=O)Cn1c(=O)c2c(ncn2CCC(C)C)n(Cc2ccccc2)c1=O (configuration not stated)	i	0.6	-15%
COc1ccc(NC(=O)Nc2ccc([N+](=O)[O-])cc2)cn1	i	0.7	-9%
CS(=O)(=O)c1ccccc1C(=O)Nc1ccc(-c2nc3ccccc3o2)cc1	i	2.5	-8%
Cc1ccccc1C(=O)Nc1cc(NC(=O)c2ccccc2C)cc(C(=O)O)c1	i	0.6	2%
CCN(CC)S(=O)(=O)c1ccc2oc(SCC(=O)NC3CC3)nc2c1	i	0.1	-6%
CN1C(=O)Cc2cc(S(=O)(=O)NCCc3ccc(Cl)cc3)ccc21	i	3.7	-10%
COc1cccc(-c2nc(CS(=O)(=O)CC(=O)NC3CCCC3)c(C)o2)c1	i	4.2	-10%
COc1ccc(COC(=O)C2=C(C)NC(=O)NC2c2ccccc2OC(C)C)cc1 (configuration not stated)	i	0.4	-8%
O=C(CSc1ncn[nH]1)N/N=C/c1ccc(F)cc1	i	0.2	-15%
Clc1ccc(-c2nc3cc(CN4CCCCC4)ccc3o2)cc1	i	0.3	-4%
COc1ccc(CNC(=O)c2cc(=O)c3cc(C)ccc3o2)cc1	i	0.1	-3%
CCOc1cc(C(=O)N2CCC(CC3CC(c4ccc(Cl)cc4)=NO3)(C(=O)NCC3CCCCC3)CC2)cc(OCC)c1OCC (configuration not stated)	i	1.8	-10%
Cc1cc(OC(C)C(=O)NC(Cc2c[nH]c3ccc(O)cc23)C(=O)O)c2c(C)c(C)c(=O)oc2c1 (configuration not stated)	i	1.6	-15%
O=C(O)c1cccc(Nc2ccc3nonc3c2[N+](=O)[O-])c1	i	0.9	-7%
COc1ccc(C(=O)N/N=C/c2ccc(OC)c(COc3ccc(F)cc3F)c2)cc1	i	1.3	1%
CCn1c(=O)c2ccccc2n(CC(=O)NCCC2=CCCCC2)c1=O	i	1.6	-6%
CCc1ccc(S(=O)(=O)Nc2ccc(Cl)cn2)cc1	i	0.5	-11%
C=CCn1c(SCC(=O)Nc2ccc(OC)cc2)nc2c([nH]c3ccccc32)c1=O	i	2.4	-6%
COc1cc(NC(=O)CCc2nnc3ccc(N4CCC5(CC4)OCCO5)nn23)cc(OC)c1	i	0.8	-9%
Cc1ccc(C(=O)OCC(=O)N2CC(C)OC(C)C2)cc1 (configuration not stated)	i	0.7	-6%
O=C(NCC1CCCO1)c1ccc2c(c1)N(Cc1ccccc1)CCS2 (configuration not stated)	i	0.3	-6%
CCc1cc2c3c([nH]c2cc1S(=O)(=O)NCCCOC)CC(C)(C)CC3=O	i	0.4	-5%
COc1cccc(C2Nc3ccccc3NC3=C2C(=O)CC(C)(C)C3)c1 (configuration not stated)	i	1.0	6%
Nc1ncnc2nc(SCC(=O)Nc3ccccc3F)[nH]c12	i	0.1	-13%
Cc1cc(Cl)c2oc(C(=O)NCCC3CCCCO3)c(C)c2c1 (configuration not stated)	i	0.4	-1%
Cc1ccc(-n2ncc3c2CCCC3NC(=O)CCc2cnccn2)cc1C (configuration not stated)	i	0.6	1%
CC(=O)Nc1sc(NC(=O)c2ccco2)nc1-c1cccs1	i	2.0	-8%

The listing continues:
SMILES	Myeloid diff MLP	Myeloid diff MLP GFP+ MAC1+ %	LYP phosphatase
COCC1CCN(C(=O)C2CCC(=O)N(Cc3cccc(C(F)(F)F)c3)C2)CC1 (configuration not stated)	i	0.4	-9%
Cc1ccc(-c2csc(NC(=O)CN3CCOCC3)n2)cc1C	i	0.7	-5%
O=C(Nn1cnnc1)c1cc(Cl)cc(Cl)c1	i	0.5	0%
COc1ccc(NC(=O)N2CCCc3cc(C)ccc32)c(OC)c1	i	1.1	-9%

In the list so far, these have an aryl thioether with sulfur outside any ring:
SMILES	Myeloid diff MLP	Myeloid diff MLP GFP+ MAC1+ %	LYP phosphatase
Cc1c(O)nc(SCC(=O)Nc2nccs2)n(-c2ccccc2F)c1=O	i	3.0	-1%
CC(=O)Nc1ccc(NC(=O)CSc2nnc(CC(C)O)n2-c2ccccc2)cc1 (configuration not stated)	i	0.2	-6%
CSc1ncccc1C(=O)NCCc1ccccc1F	i	0.9	-10%
CCc1nc(SCc2ccc(OC)c(Br)c2)n[nH]1	i	0.3	-9%
CSc1ccccc1OCc1cc(C(=O)N(C)Cc2ccncn2)no1	i	1.7	-4%
CN(C(=O)CSc1cn(CC(=O)N2CCOCC2)c2ccccc12)c1ccccc1	i	0.0	-2%
COCCNC(=O)CSc1ccccc1C(=O)NC1CCCc2ccccc21 (configuration not stated)	i	0.9	-8%
CCN(CC)S(=O)(=O)c1ccc2oc(SCC(=O)NC3CC3)nc2c1	i	0.1	-6%
O=C(CSc1ncn[nH]1)N/N=C/c1ccc(F)cc1	i	0.2	-15%
C=CCn1c(SCC(=O)Nc2ccc(OC)cc2)nc2c([nH]c3ccccc32)c1=O	i	2.4	-6%
Nc1ncnc2nc(SCC(=O)Nc3ccccc3F)[nH]c12	i	0.1	-13%
